MsrA inhibitor: inhibitors of bovine MsrA. purified bovine MsrA, absorbance read-out. inhibition, % at 15.5 µM. 360,000 compounds, 0.75% hits. AID 651718; in the data active = inhibition above about 4.5%;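 also: 0% = vehicle wells with enzyme and 100% = reference inhibitor wells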
DNMT1 block: DNMT1 (human) enzyme inhibition. inhibition (reported as % activation of signal), % at 10 µM. 360,000 compounds, 0.83% hits. AID 588458. DNMT1 molecular beacon, Hinp1I cleavage, fluorescence; in the data active = inhibition above about 50%
Target sequence (P26358 504-1616 limits assumed): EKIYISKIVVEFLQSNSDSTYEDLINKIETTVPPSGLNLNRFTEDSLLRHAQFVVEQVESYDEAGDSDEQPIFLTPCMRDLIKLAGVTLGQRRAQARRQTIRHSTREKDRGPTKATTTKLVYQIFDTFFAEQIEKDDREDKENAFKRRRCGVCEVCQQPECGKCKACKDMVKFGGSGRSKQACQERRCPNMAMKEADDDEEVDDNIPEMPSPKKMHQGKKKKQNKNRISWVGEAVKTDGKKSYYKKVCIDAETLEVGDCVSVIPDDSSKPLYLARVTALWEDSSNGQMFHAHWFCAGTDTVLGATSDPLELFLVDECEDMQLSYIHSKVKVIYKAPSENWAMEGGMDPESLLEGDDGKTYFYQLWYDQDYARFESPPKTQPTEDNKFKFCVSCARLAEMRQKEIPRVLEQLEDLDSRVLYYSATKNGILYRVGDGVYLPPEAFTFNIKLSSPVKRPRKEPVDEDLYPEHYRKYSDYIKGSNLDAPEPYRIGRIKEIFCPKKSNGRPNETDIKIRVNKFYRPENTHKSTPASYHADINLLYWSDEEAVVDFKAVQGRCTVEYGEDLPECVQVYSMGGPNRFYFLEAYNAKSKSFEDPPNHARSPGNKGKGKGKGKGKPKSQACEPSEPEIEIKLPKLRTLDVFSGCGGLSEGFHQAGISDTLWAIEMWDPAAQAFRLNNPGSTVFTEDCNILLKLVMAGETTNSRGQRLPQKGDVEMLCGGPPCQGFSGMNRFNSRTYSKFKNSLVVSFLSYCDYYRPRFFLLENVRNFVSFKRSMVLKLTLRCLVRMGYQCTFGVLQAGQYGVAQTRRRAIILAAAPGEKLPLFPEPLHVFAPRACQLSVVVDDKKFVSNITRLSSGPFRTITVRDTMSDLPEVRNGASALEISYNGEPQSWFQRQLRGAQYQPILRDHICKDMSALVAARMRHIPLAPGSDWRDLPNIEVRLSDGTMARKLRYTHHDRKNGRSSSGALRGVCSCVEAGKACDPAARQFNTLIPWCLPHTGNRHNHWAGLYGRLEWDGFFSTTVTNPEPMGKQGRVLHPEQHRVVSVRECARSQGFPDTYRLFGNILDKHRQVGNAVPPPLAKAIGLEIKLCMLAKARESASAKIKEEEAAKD
SUMO1 PPI mod: SUMO1-SIM interaction modulation; 360,000 compounds, 0.33% hits; P63165; AID 602429; SUMO1 binding to a labelled peptide, TR-FRET, 1 h; inhibition, % at 20 µM; in the data active = inhibition above about 37%
NadD inh: NadD (S. aureus) enzyme inhibition. purified NadD enzyme, colorimetric absorbance read-out. inhibition, % at 20 µM. 360,000 compounds, 0.78% hits. AID 602399; in the data active = inhibition above about 26%; also: some compounds past the cut are filed as inactive
LMPTP block: blocks human LMPTP phosphatase | recombinant LMPTP-A, OMFP fluorogenic substrate, fluorescence intensity | inhibition, % at 20 µM | 360,000 compounds, 0.22% hits | AID 651560;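 active = compounds that cut the enzyme signal by at least half of the control window in the single-dose screen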;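 also: plate controls were DMSO wells with enzyme plus substrate for no effect and substrate without enzyme for full effect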
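Test system: LMPTP-A, protein tyrosine phosphatase of low molecular weight; Input: 0.625 nM enzyme; Incubation: 50 min dark incubation at room temperature; Signal: endpoint fluorescence intensity from OMFP dephosphorylation; Read-out basis: % inhibition versus control wells.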
Scp-1 inhibitor: blocks human Scp-1 phosphatase activity; Q9GZU7; Recombinant Scp1, phosphopeptide, malachite green phosphate absorbance; inhibition, % at 20 µM; 340,000 compounds, 0.88% hits;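 active = inhibition above about 50% at 20 µM, limit read from the data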;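 also: plate controls were DMSO wells with enzyme for no effect and wells lacking enzyme for full effect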
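Material – SCP-1 phosphatase catalytic domain, residues 76-261 · Buffer or medium – Acidic Tris acetate buffer with magnesium and detergent · Also added – Phospho 17-mer peptide substrate · Compound – single 20 µM dose, 1% DMSO · Times – 45 min room-temperature reaction, 5 min colour, 30 min stabiliser · Technique – Phosphate-binding colour reagent, absorbance read at 630 nm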
Tb MetRS inh: Trypanosoma brucei MetRS inhibition; purified T. brucei MetRS, ATP depletion, Kinase-Glo luminescence; inhibition, % at 11.9 µM; AID 624268; 360,000 compounds, 0.4% hits;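 active = inhibition above a per-plate cutoff of the control wells' mean inhibition plus 3 SD, cut at about 5.5% in these data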;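 also: 0% = DMSO wells median and 100% = median of wells with control inhibitor compound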
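technique = Kinase-Glo luminescence, ATP depletion format | system = purified MetRS (methionyl-tRNA synthetase) enzyme from Trypanosoma brucei | timing = 15 min preincubation, 2 h reaction, all 25 °C | evaluation = percent inhibition versus plate control medians | dosing = single dose, 11.9 µM final nominal, 0.9% final DMSO | also added = substrates ATP, L-methionine and bulk Escherichia coli tRNA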
STEP inh: STEP (human) phosphatase inhibition; P54829; recombinant STEP, OMFP fluorogenic substrate, fluorescence; inhibition, % at 20 µM; 360,000 compounds, 0.25% hits;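 active = inhibition at 20 µM, scaled per plate between control wells, above about 37%, limit read from the data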;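 also: 0% = DMSO with enzyme and substrate and 100% = substrate only without enzyme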
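material = STEP tyrosine phosphatase | reagent = fluorogenic phosphatase substrate OMFP at 25 µM final | doses = single compound dose of 20 µM, 1% DMSO final | schedule = 20 min reaction, room temperature, in the dark | measured by = fluorescence, 480/540 nm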
CSN deneddyl inh: blocks human CSN-mediated cullin deneddylation; Q92905; 360,000 compounds, 0.38% hits; Purified CSN, SCF-Nedd8-OG deneddylation, fluorescence polarization; inhibition, % at 12.5 µM;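 active = pattern-corrected inhibition above about 35%, with an unprinted fluorescence ratio check between 0.5 and 1.5, limit read from the data, passing the limit was not always enough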;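 also: 0% = enzyme with substrate and 100% = substrate without enzyme; some results filed as inactive read as strong as hits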
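Detection – fluorescence polarization · System – HEK293T-derived human Csn5 enzyme · Controls – substrate-only high control, full reaction low control · Timing – 90 min, room temperature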
Rpn11 block: inhibitors of human proteasome Rpn11; O00487; human 26S proteasome, Ub4-pepOG fluorescence polarization; 20S core pre-blocked with epoxomicin; calls only at 20 µM; 360,000 compounds, 0.59% hits; AID 588493;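 active = inhibition at 20 µM, scaled to each plate's controls, above about 33%, limit read from the data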
An asterisk follows results filed as active; i = inactive; / = not tested or not shown. No enrichment for hits; any-hit rate near 3.9%.

SMILES	MsrA inhibitor	DNMT1 block	SUMO1 PPI mod	NadD inh	LMPTP block	Scp-1 inhibitor	Tb MetRS inh	STEP inh	CSN deneddyl inh	Rpn11 block
C/C=C/COC(=O)c1[nH]c2c(c1C)C(=O)CC(c1ccco1)C2 (configuration not stated)	1.5	37	14	6	61*	52*	0.5	0	13	i
Cc1ccccc1OCC(=O)N(Cc1cccc(F)c1)C1CCS(=O)(=O)C1 (configuration not stated)	0.2	1	1	-3	1.0	-3	-0.2	-3	3	i
CCN(c1ccc(OC)cc1)S(=O)(=O)c1nnc(NC(=O)C2CCCCC2)s1	0.7	-3	2	-4	-2.1	-10	-0.4	-2	-2	i
Cc1ccc2cc(/C=N/NC(=O)[C@H](C)NC(=O)OC(C)(C)C)c(Cl)nc2c1	0.2	0	-7	-4	-2.1	-6	-1.0	-3	-4	i
COc1ccc(/C=C/C(=O)Nc2cccnc2)cc1OC	5.3*	-3	-11	-4	2.7	-1	-1.0	1	-7	i
CC(=O)C[C@@H](O)CC(=O)[C@@H]1OC(=O)CCCCCc2ccccc21	0.1	5	3	-2	-0.6	-14	-0.5	-3	-1	i
CC(=O)Nc1ccc(NC(=O)CSc2nnc(NC(=O)c3ccc(Br)o3)s2)cc1	3.8	12	25	-2	1.3	4	0.8	-4	9	i
COC(=O)c1cnn2c(C(F)(F)F)cc(-c3ccc(F)cc3)nc12	0.5	0	-22	2	0.9	-7	-0.8	-4	0	i
CCOC(=O)C1(CCc2ccccc2)CCN(Cc2c(O)cccc2OC)CC1	0.0	-3	1	-2	0.9	6	-1.8	0	0	i
COc1ccc(C(=O)NC(=S)Nc2cccc(S(=O)(=O)N3CCOCC3)c2)cc1	-0.2	-2	0	-5	-0.8	-2	-0.9	0	-5	i
CC1COc2ccccc2N1C(=O)c1ccccc1Cl (configuration not stated)	1.2	0	-3	-3	-3.2	-2	-0.9	-2	-1	i
Cn1c(=O)[nH]c(=O)c2c1nc1n2CCCN1CCc1ccccc1	0.8	3	3	-1	-3.6	-2	-1.5	2	-1	i
CCCCn1c(N)c(N(CC(C)C)C(=O)c2ccc(C)o2)c(=O)[nH]c1=O	0.0	0	-1	-4	-1.0	-5	-0.4	0	1	i
CCOc1ccc(CN2CCNC(=O)C2CC(=O)NCCCOc2cccnc2)cc1 (configuration not stated)	0.4	1	2	3	1.5	-3	-0.1	-2	-5	i
O=C(CCN1C(=O)c2ccc([N+](=O)[O-])cc2C1=O)Nc1ccc(O)cc1C(=O)O	1.3	3	-23	-1	0.7	-2	-0.4	-1	8	i
O=C(O)c1ccccc1N=Nc1c(O)[nH]c2ccc([N+](=O)[O-])cc12	/	17	111*	6	21	81*	-0.8	46*	31	i
O=C(NCCC(=O)N1CCN(C(=O)c2ccco2)CC1)c1ccc(Br)cc1	0.7	2	0	2	-0.2	-6	-0.3	0	1	i
Oc1ccc(-c2nc3ccccc3nc2-c2ccccc2)cc1	1.2	-3	-19	3	2.2	-9	-0.1	-1	1	i
O=[N+]([O-])c1ccc(-c2ccn[nH]2)o1	2.2	-3	-17	-4	-0.2	3	-0.3	4	3	i
O=C(O)c1ccccc1C(=O)Nc1nc(-c2ccc3ccccc3c2)cs1	-0.4	3	-15	1	0.2	-9	-0.2	-1	0	i
Cc1c(/C=C/C(=O)c2cccs2)cnn1C	4.0	5	-12	-5	-0.3	-1	-0.3	0	0	i
C=CCC(NC(=O)c1ccc(C#N)cc1)C(=O)NCCC (configuration not stated)	0.1	-1	7	1	-1.6	-2	-0.5	0	2	i
CC1CC(C)CN(C(=O)COC(=O)Cc2ccc(Cl)cc2)C1 (configuration not stated)	0.6	5	1	-6	-0.6	16	-1.8	-2	-1	i
CCOC(=O)c1c(O)c2c(n(Cc3ccco3)c1=O)CCCC2	0.2	4	5	5	-0.3	3	-2.0	-7	0	i
O=C1NCCN1c1ccc(CN2CCN(C3CCCCC3)C(CCO)C2)cc1 (configuration not stated)	1.2	5	4	0	1.3	2	1.3	-4	0	i

Compound profiles, as listed above. Screens in order: MsrA inhibitor	DNMT1 block	SUMO1 PPI mod	NadD inh	LMPTP block	Scp-1 inhibitor	Tb MetRS inh	STEP inh	CSN deneddyl inh	Rpn11 block
C=CCC(NC(=O)c1ccc(C#N)cc1)C(=O)NCCC (configuration not stated) as listed: 0.1	-1	7	1	-1.6	-2	-0.5	0	2	i
Oc1ccc(-c2nc3ccccc3nc2-c2ccccc2)cc1 as listed: 1.2	-3	-19	3	2.2	-9	-0.1	-1	1	i
C/C=C/COC(=O)c1[nH]c2c(c1C)C(=O)CC(c1ccco1)C2 (configuration not stated) as listed: 1.5	37	14	6	61*	52*	0.5	0	13	i
Cc1ccccc1OCC(=O)N(Cc1cccc(F)c1)C1CCS(=O)(=O)C1 (configuration not stated) as listed: 0.2	1	1	-3	1.0	-3	-0.2	-3	3	i
CCCCn1c(N)c(N(CC(C)C)C(=O)c2ccc(C)o2)c(=O)[nH]c1=O as listed: 0.0	0	-1	-4	-1.0	-5	-0.4	0	1	i

The listing continues.
SMILES	MsrA inhibitor	DNMT1 block	SUMO1 PPI mod	NadD inh	LMPTP block	Scp-1 inhibitor	Tb MetRS inh	STEP inh	CSN deneddyl inh	Rpn11 block
COc1cc(C(CC(=O)N2CCOCC2)c2c(OC)cc(OC)c3ccc(=O)oc23)cc(OC)c1OC (configuration not stated)	2.3	-6	-7	0	-2.0	0	-0.2	6	-5	i
O=S(=O)(c1ccccc1)N1CCC(O)(CSc2ccccc2)CC1	1.0	4	-2	-5	-1.4	-1	-0.8	-2	0	i
CCN(CCNC(=O)c1ccc(CSc2nc3ccncc3[nH]2)cc1)c1ccccc1	-0.4	-1	4	0	8.5	-15	-0.4	-1	1	i
COc1ccc(CN2CCNC(=O)C2CC(=O)NCCc2cnccn2)cc1C (configuration not stated)	-1.1	-1	2	-1	1.4	-10	0.2	-2	2	i
COc1ccc(-c2ccc(C(=O)NCCc3ccccc3)c3occc23)c(C)c1	-0.2	4	-1	1	10	/	-0.5	3	-3	i
O=C(CSc1nnc(SCC(=O)c2ccco2)s1)c1ccco1	-1.1	25	11	-3	4.9	6	-1.1	4	20	i
O=C(c1cccc2ccccc12)N1CCN(c2ccccc2F)CC1	0.6	-1	-2	0	0.5	-2	0.3	3	0	i
COc1cccc(-c2c(C(=O)N/N=C/c3ccc(C)o3)nnn2-c2nonc2N)c1	4.1	-1	-9	5	0.7	-4	-0.2	-2	1	i
O=S(=O)(c1cccs1)N1CCN(S(=O)(=O)c2cccs2)CC1	-1.5	6	-7	-9	-0.7	-8	1.1	-4	1	i
COc1ccc(C(=O)CSc2nnc(CNC(=O)c3ccc(S(=O)(=O)N(C)C)cc3)o2)cc1	0.5	-2	-1	-1	-1.0	-5	-0.3	3	0	i
NCc1cc2c3c(c1)CCCN3CCC2	0.5	-15	-50	-2	19	-3	0.0	-2	63*	i
CCN(CC)S(=O)(=O)c1ccc(N2CCOCC2)c(NC(=O)C2CC2)c1	-2.1	-1	4	-1	-1.3	-1	-0.2	0	-4	i
O=C(Nc1ccc(F)cc1F)c1c(C(F)(F)F)ccnc1Oc1ccc(Cl)cc1	1.5	3	0	-6	-1.7	-1	-0.6	2	-3	i
CCN(c1ccc(OC)cc1)S(=O)(=O)c1nnc(NC(=O)COc2ccc(C)cc2)s1	/	20	2	18	0.5	0	-0.7	2	3	i
COc1ccc(OC)c(NC(=O)C(=O)NNC(=O)C23CC4CC(CC(C4)C2)C3)c1	2.2	2	6	1	0.5	-4	0.2	2	-2	i
Cc1ccc(C(=O)/C=C/c2ccc3c(c2)OCCO3)c(O)c1	0.2	0	1	0	0.9	-19	0.1	0	-5	i
CCOc1ccc(-n2nnnc2SCC(=O)N2CCOCC2)cc1	0.9	5	-3	-6	0.0	4	-0.4	2	-1	i
CSc1nc2nc3c(cc2c(=O)n1-c1ccccc1)COC(C)(C)C3	2.2	0	1	4	0.6	-5	0.1	-1	-5	i
COc1ccccc1C(=O)NNC(=O)C(=O)Nc1cccc(Cl)c1C	2.0	0	4	1	-0.2	-10	0.3	-2	-1	i
O=C1CCSC2=C1SCc1sccc12	2.6	/	-19	2	1.6	/	-0.1	/	0	/
COc1ccc(-c2nc3ccc(Cl)cn3c2CC(C)(C)C)cc1OC	-0.3	1	-1	-4	2.5	/	0.2	2	3	i
COC(=O)c1cc(NS(=O)(=O)c2ccc(C)c3ccccc23)ccc1N1CCOCC1	1.4	-5	-8	-1	1.9	8	-1.3	0	1	i
Cc1ccc(-c2ccc(=O)n(CC(=O)Nc3ccc4c(c3)OCCO4)n2)cc1	-0.7	-2	-4	8	1.5	-3	-0.7	0	13	i
Fc1ccc(-n2cnnn2)c(F)c1	1.3	2	-2	1	-0.7	-4	-0.7	-2	-1	i
CS(=O)(=O)N(Cc1ccc(C(=O)NC2CCCCC2O)cc1)c1ccccc1 (configuration not stated)	-1.0	2	1	0	-1.2	-15	0.8	4	-5	i
SMILES	MsrA inhibitor	DNMT1 block	SUMO1 PPI mod	NadD inh	LMPTP block	Scp-1 inhibitor	Tb MetRS inh	STEP inh	CSN deneddyl inh	Rpn11 block
Cc1ccc(S(=O)(=O)N2CCN(CCC#N)CC2)cc1	0.7	2	0	-2	-2.5	-17	-0.3	0	0	i
COc1cccc(CC2(CO)CCCN(Cc3ccccc3-c3ccco3)C2)c1 (configuration not stated)	0.2	-11	13	0	0.3	1	-1.0	-2	1	i
COc1ccc2c(c1)/C(=C\c1cccc(/C=C3/C(=O)Nc4ccc(OC)cc43)n1)C(=O)N2	0.0	35	23	-4	3.2	-10	-0.3	2	10	i
COc1ccc2cc(CCNS(=O)(=O)c3c(C)cc(C)cc3C)c(=O)[nH]c2c1	0.2	-2	-5	2	0.3	-4	-1.3	-2	-1	i
CCOCCOC(=O)c1cccc2c1-c1ccccc1C2=O	-0.6	7	-31	-12	-0.7	-10	-0.5	0	4	i
Oc1ccc(NCc2cccc(OCc3ccccc3)c2)cc1	0.2	-13	2	3	15	-9	1.2	0	23	i
O=C1NC2(CCCCC2)C(=O)N1/N=C/c1ccccc1Br	1.2	2	-3	0	0.4	-1	-0.4	1	-4	i
C=CCNC(=O)c1onc(CSc2ccccc2)c1C(=O)O	0.4	5	7	-4	-0.8	7	0.1	2	-1	i
O=C(Nc1ccccc1C(=O)N1CCOCC1)C1CC(=O)N(c2ccc(F)cc2)C1 (configuration not stated)	-0.8	-2	-1	-1	-0.2	-4	-0.4	-1	0	i

Compound activity: PubChem BioAssay, several laboratories
